High-throughput results deposited in PubChem by National Center for Advancing Translational Sciences (NCATS).
GCN5L2 inh = qHTS Assay for Inhibitors of GCN5L2; 390,000 tested, 0.21% active; GCN5L2 HAT assay, ThioGlo1 CoA-SH fluorescence; Histone acetyltransferase KAT2A (Homo sapiens), Q92830; AID 504327, 2011; Potency, µM (series often up to 58.9 µM), for inactives: top-dose activity change, negative = inhibition, actives largely listed as inhibitors
Target sequence (Q92830 whole entry, looked up): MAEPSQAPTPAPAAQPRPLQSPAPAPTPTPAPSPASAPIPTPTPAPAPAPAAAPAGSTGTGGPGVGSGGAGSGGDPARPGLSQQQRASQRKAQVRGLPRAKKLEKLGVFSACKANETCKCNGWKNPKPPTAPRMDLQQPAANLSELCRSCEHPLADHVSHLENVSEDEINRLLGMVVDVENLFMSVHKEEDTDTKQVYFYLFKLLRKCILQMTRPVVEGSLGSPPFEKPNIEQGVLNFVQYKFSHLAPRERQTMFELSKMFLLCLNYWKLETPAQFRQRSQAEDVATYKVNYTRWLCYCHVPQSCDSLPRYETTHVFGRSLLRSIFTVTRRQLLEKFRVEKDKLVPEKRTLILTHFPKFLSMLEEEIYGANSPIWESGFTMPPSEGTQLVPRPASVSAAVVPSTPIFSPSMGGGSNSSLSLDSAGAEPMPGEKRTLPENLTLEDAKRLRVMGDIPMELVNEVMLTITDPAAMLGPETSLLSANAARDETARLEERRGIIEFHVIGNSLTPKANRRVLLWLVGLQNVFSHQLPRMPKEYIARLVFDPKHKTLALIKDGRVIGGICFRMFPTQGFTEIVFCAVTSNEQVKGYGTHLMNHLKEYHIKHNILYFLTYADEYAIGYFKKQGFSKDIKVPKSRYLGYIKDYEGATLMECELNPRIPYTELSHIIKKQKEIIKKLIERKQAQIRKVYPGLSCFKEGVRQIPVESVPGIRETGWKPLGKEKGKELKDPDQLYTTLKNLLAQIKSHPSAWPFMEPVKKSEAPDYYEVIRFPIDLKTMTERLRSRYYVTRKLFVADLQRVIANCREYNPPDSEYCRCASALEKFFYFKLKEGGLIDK
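Preincubate 20nM GCN5L2 with compound 15 min, RT → add 50uM ThioGlo1 + 75uM H3(1-25) + 70uM acetyl-CoA → read fluorescence 0 and 20 min. Primary qHTS; fluorescent artifacts likely.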
DT40 TDP1 no CPT = qHTS for Inhibitors of human tyrosyl-DNA phosphodiesterase 1 (TDP1): qHTS in cells in absence of CPT; DT40 Tdp1-/- hTDP1 cells, no CPT, ATP luminescence, 48 h; 420,000 tested, 15% active; Potency, µM (titrated, usually from 46.2 µM), for inactives: top-dose activity change, negative = growth inhibition, hits mostly inhibitors; further: nearly all actives have a fitted effect of over 55% in size
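Camptothecin absent (DMSO only). Human TDP1-complemented DT40 knockout cells, 400 cells/well, 37 °C for minimum 48 hr; ATP measured via CellTiter-Glo, 30 min dark incubation, luminescence.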
DT40 TDP1 CPT = qHTS for Inhibitors of human tyrosyl-DNA phosphodiesterase 1 (TDP1): qHTS in cells in presence of CPT. AID 686979, 2013. 420,000 tested, 12% active. Potency, µM (titrated, usually from 46.2 µM), inactives show at the top dose activity change, negative = growth inhibition, usual class: inhibitors. chicken DT40 Tdp1-/-;hTDP1 cells + 20 nM CPT, ATP luminescence, 48 h; further: nearly all actives have a fitted effect of over 55% in size
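Chicken DT40 Tdp1-/- cells stably complemented with human TDP1 were seeded at 400 cells/well in medium containing 20 nM camptothecin, exposed to pin-transferred compounds, and grown at 37 °C for at least 48 hr. Viability was read as ATP luminescence.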
* = called active by the depositor. The call rests on the fitted dose curve; in most records, active means well fitted curve in the direction sought with a large enough effect; inconclusive means small, poorly fitted or top-dose-only effect, or another doubt; inactive means no such curve, though single readings can be large; an effect the other way counts as inactive or inconclusive. On the % scale 0 is the no-effect control and ±100 the full control effect; potency means the concentration at half of the fitted maximal effect. Rows were taken by chance; 18% or so of the library scored in one or more.

Screening Cc1cnc(C2OCCO2)c2cccc(N)c12 returned DT40 TDP1 no CPT 8.2µM* and DT40 TDP1 CPT inconclusive.
For CC1(c2ccc3ccccc3c2)NC(=O)N(CC(=O)N2CCN(Cc3ccccc3)CC2)C1=O (stereo not given) the results were GCN5L2 inh -4.7%, DT40 TDP1 no CPT 4.61µM* and DT40 TDP1 CPT 8.2µM*.
For COC(=O)c1ccccc1NC(=O)CSc1cc(-c2ccccc2)nc(C)n1 the results were GCN5L2 inh -0.3%, DT40 TDP1 no CPT inconclusive and DT40 TDP1 CPT inconclusive.
`CCOc1ccc(-n2c(=S)sc3c(=O)n(-c4ccc(F)cc4)c(SCC(=O)O)nc32)cc1` gave GCN5L2 inh -1.9%, DT40 TDP1 no CPT -1.4% and DT40 TDP1 CPT -16.3%.
CC1CCCC(C)N1/N=C/c1cccc([N+](=O)[O-])c1 (stereo not given) was read as GCN5L2 inh 3.6%, DT40 TDP1 no CPT -21.1% and DT40 TDP1 CPT 7.2%.
COc1ccc(OCC(=O)OC(C)CN2CCOCC2)cc1 (stereo not given) was read as GCN5L2 inh -5.7%, DT40 TDP1 no CPT -0.1% and DT40 TDP1 CPT -10.2%.
For CCOC(=O)C1(C)CCCN(C(=O)c2ccccc2C(F)(F)F)C1 (stereo not given) the results were DT40 TDP1 no CPT -7.5% and DT40 TDP1 CPT -8.8%.
Cc1ccc(NC(=O)Cn2c(SCc3ccc(F)cc3)nc3cccnc32)cc1F was read as GCN5L2 inh -14.5%, DT40 TDP1 no CPT -25.7% and DT40 TDP1 CPT -28.2%.
`Cc1ccc(NC(=S)N2CCC(N(C)CC3CCCO3)CC2)cc1C` (stereo not given) gave GCN5L2 inh -0.9%, DT40 TDP1 no CPT -3.5% and DT40 TDP1 CPT 4.4%.
`CC(=O)N(c1ccc2oc(=O)sc2c1)S(=O)(=O)c1ccc(C(=O)O)cc1` gave GCN5L2 inh inconclusive, DT40 TDP1 no CPT -15.9% and DT40 TDP1 CPT 1.0%.
Screening COc1ccc(C(=O)Nc2nnc([C@@H]3C[C@H](O)[C@@H](CO)O3)s2)cc1 returned DT40 TDP1 no CPT -3.0% and DT40 TDP1 CPT -2.4%.
CCCCN1C(=O)C(NC(=O)c2cccnc2)(C(F)(F)F)C2=C1CC(C)(C)CC2=O (stereo not given) was read as GCN5L2 inh 1.9%, DT40 TDP1 no CPT -10.7% and DT40 TDP1 CPT -6.6%.
Screening Cc1cc(NC(=O)c2cc(-c3ccncc3)nc3c(C)cccc23)no1 returned GCN5L2 inh -5.5%, DT40 TDP1 no CPT 2.91µM* and DT40 TDP1 CPT 4.11µM*.
`CCOc1ccc(NC(=O)COc2ccc(S(=O)(=O)N3CCOCC3)cc2)cc1` gave GCN5L2 inh -2.0%, DT40 TDP1 no CPT inconclusive and DT40 TDP1 CPT 3.26µM*.
`C[C@H]1CN([C@@H](C)CO)C(=O)Cc2cc(NC(=O)CCC(F)(F)F)ccc2O[C@H]1CN(C)S(=O)(=O)c1ccc(F)cc1` gave GCN5L2 inh -0.4%, DT40 TDP1 no CPT 6.51µM* and DT40 TDP1 CPT 7.31µM*.
Screening Cc1cccc(C(=O)Nc2onc(C)c2C#N)c1 returned GCN5L2 inh 2.8%, DT40 TDP1 no CPT inconclusive and DT40 TDP1 CPT -11.4%.
Screening Cn1c(=O)n(C)c2cc(NC(=O)C(F)(F)F)ccc21 returned GCN5L2 inh 3.5%, DT40 TDP1 no CPT -3.7% and DT40 TDP1 CPT -0.6%.
`COc1ccc(Cn2c(CCC(=O)NCCC(C)C)nc3ncccc3c2=O)cc1` gave GCN5L2 inh 25.9%, DT40 TDP1 no CPT inconclusive and DT40 TDP1 CPT -29.5%.
For CC1CCN(S(=O)(=O)c2cc(C(=O)N3CCN(c4ccccc4F)CC3)n(C)c2)CC1 the results were GCN5L2 inh 1.0%, DT40 TDP1 no CPT inconclusive and DT40 TDP1 CPT inconclusive.
`O=C(C1CC(=O)N(C2CCCCC2)C1)N1CCN(c2ccccc2)CC1` (stereo not given) gave GCN5L2 inh 0.2%, DT40 TDP1 no CPT -17.8% and DT40 TDP1 CPT -10.9%.
Screening CN(C)c1ccc(-c2nn3c(-c4ccc(Cl)cc4)nnc3s2)cc1 returned GCN5L2 inh -3.7%, DT40 TDP1 no CPT inconclusive and DT40 TDP1 CPT -1.2%.
Cc1ccc(NC(=O)CN(C)C(=O)c2ccccc2Sc2ccccc2C#N)cc1 was read as GCN5L2 inh -7.2%, DT40 TDP1 no CPT 14.6µM* and DT40 TDP1 CPT inconclusive.
`CCCCNc1ccc(C(CC(N)=O)NC(=O)Cc2ccc(Br)cc2)cc1[N+](=O)[O-]` (stereo not given) gave GCN5L2 inh -7.6%, DT40 TDP1 no CPT -17.6% and DT40 TDP1 CPT inconclusive.
Screening COc1ccc([C@H]2C=C(C(=O)O)O[C@@H](OCCCCO)C2)cc1 returned GCN5L2 inh 2.9%, DT40 TDP1 no CPT -13.4% and DT40 TDP1 CPT -22.6%.

A draw from above in order of count of non-hydrogen atoms, low to high:
Screening Cc1cccc(C(=O)Nc2onc(C)c2C#N)c1 returned GCN5L2 inh 2.8%, DT40 TDP1 no CPT inconclusive and DT40 TDP1 CPT -11.4%.
Screening Cn1c(=O)n(C)c2cc(NC(=O)C(F)(F)F)ccc21 returned GCN5L2 inh 3.5%, DT40 TDP1 no CPT -3.7% and DT40 TDP1 CPT -0.6%.
`O=C(C1CC(=O)N(C2CCCCC2)C1)N1CCN(c2ccccc2)CC1` (stereo not given) gave GCN5L2 inh 0.2%, DT40 TDP1 no CPT -17.8% and DT40 TDP1 CPT -10.9%.

Other records follow:
`O=C(CSc1nc2ccncc2[nH]1)Nc1ccccc1C(F)(F)F` gave GCN5L2 inh -0.9%, DT40 TDP1 no CPT 14.6µM* and DT40 TDP1 CPT inconclusive.
For O=C(Nc1ccccc1Sc1ccccc1)c1cnn2c1NC(=C1CC1)C=C2C(F)F the results were DT40 TDP1 no CPT inconclusive and DT40 TDP1 CPT 15.8µM*.
Screening Cc1ccc(C)c(OCC(O)CN2CCC(C)CC2)c1C (stereo not given) returned GCN5L2 inh -4.6%, DT40 TDP1 no CPT 20.6µM* and DT40 TDP1 CPT inconclusive.
For NC(=O)C1(N2CCCCC2)CCN(C(=O)c2cccs2)CC1 the results were GCN5L2 inh -8.0%, DT40 TDP1 no CPT -8.0% and DT40 TDP1 CPT 12.5%.
Screening COc1ccc(CCNC(=O)c2cccs2)cc1 returned GCN5L2 inh -0.4%, DT40 TDP1 no CPT -21.0% and DT40 TDP1 CPT 8.2%.
COc1ccc(-c2noc(CCCC(=O)NC3CCCCC3)n2)cc1 was read as GCN5L2 inh -8.4%, DT40 TDP1 no CPT 23.1µM* and DT40 TDP1 CPT 20.6µM*.
CCSc1nc(-c2ccc(OC)cc2)ccc1C#N was read as GCN5L2 inh -28.7%, DT40 TDP1 no CPT -23.0% and DT40 TDP1 CPT -22.0%.
O=C(CSc1nnc(NC(=O)C2CC2)s1)Nc1cccc(F)c1 was read as GCN5L2 inh 2.2%, DT40 TDP1 no CPT -15.5% and DT40 TDP1 CPT -15.1%.
For CCC(C)[C@H](NC(=O)[C@@H]1Cc2ccccc2CN1)C(=O)Nc1ccc2c(c1)OCO2 (stereo not given in full) the results were GCN5L2 inh 0.0%, DT40 TDP1 no CPT -3.1% and DT40 TDP1 CPT inconclusive.
COC(=O)c1ccc(NC(=O)CCCC(=O)OCC(=O)c2ccc(Cl)cc2)cc1 was read as GCN5L2 inh -4.8%, DT40 TDP1 no CPT -4.6% and DT40 TDP1 CPT -13.2%.
Screening COc1ccc(CCNS(=O)(=O)c2ccc(Br)cc2)cc1 returned GCN5L2 inh -2.0%, DT40 TDP1 no CPT 2.4% and DT40 TDP1 CPT 25.6%.
Screening COc1ccc(CN2C(=O)c3cccnc3C2=O)cc1S(=O)(=O)N1CCOc2ccc(Cl)cc21 returned GCN5L2 inh -4.8%, DT40 TDP1 no CPT 6.6% and DT40 TDP1 CPT -3.7%.
`Cc1cc2nc(-c3ccccc3)cc(=O)n2[nH]1` gave GCN5L2 inh -3.3%, DT40 TDP1 no CPT -15.6% and DT40 TDP1 CPT 10.7%.
Screening CCOc1c(CNCCCSc2nc(C)cc(C)n2)cccc1OC returned GCN5L2 inh -8.1%, DT40 TDP1 no CPT inconclusive and DT40 TDP1 CPT 20.6µM*.
O=C(O)c1ccc(N2C(=O)CC(N3C(=O)/C(=C/c4ccc(Cl)cc4)SC3=S)C2=O)cc1 (stereo not given) was read as GCN5L2 inh inconclusive, DT40 TDP1 no CPT inconclusive and DT40 TDP1 CPT inconclusive.
CCCCc1c(-c2ccccc2OC)ncn1CCc1ccccc1 was read as DT40 TDP1 no CPT inconclusive and DT40 TDP1 CPT 20.6µM*.
Screening Cc1sc(NC(=O)CN2CCCC2)nc1-c1ccc2c(c1)CCN2C(=O)c1ccc(F)cc1 returned GCN5L2 inh -12.9%, DT40 TDP1 no CPT 18.4µM* and DT40 TDP1 CPT inconclusive.
Cc1ccc(S(=O)(=O)N2CCCC2C(=O)OCc2nc3ccccc3s2)cc1 (stereo not given) was read as GCN5L2 inh -7.0%, DT40 TDP1 no CPT inconclusive and DT40 TDP1 CPT -20.9%.
Screening Cc1ccc(OCc2cc(C(=O)NC3CCCCC3)no2)cn1 returned GCN5L2 inh -3.1%, DT40 TDP1 no CPT 8.2µM* and DT40 TDP1 CPT 13µM*.
Screening CCc1ccc(N(C(=O)c2snc(C(N)=O)c2N)C(C(=O)NC2CCCC2)c2ccncc2)cc1 (stereo not given) returned GCN5L2 inh -6.1%, DT40 TDP1 no CPT inconclusive and DT40 TDP1 CPT inconclusive.
For O=C(NCCS(=O)(=O)N1CCN(c2cccc(Cl)c2)CC1)C1CCCC1 the results were GCN5L2 inh 2.4%, DT40 TDP1 no CPT inconclusive and DT40 TDP1 CPT inconclusive.
OC(CN1CCN(c2ccc(C(F)(F)F)cn2)CC1)c1ccccc1 (stereo not given) was read as GCN5L2 inh 3.6%, DT40 TDP1 no CPT inconclusive and DT40 TDP1 CPT -11.6%.
Screening Cc1ccc(N2CCN(S(=O)(=O)c3nnc(NC(=O)c4ccc(C(C)C)cc4)s3)CC2)cc1 returned GCN5L2 inh -2.7%, DT40 TDP1 no CPT -27.4% and DT40 TDP1 CPT inconclusive.
CCN1CCc2c(sc(NC(=S)NC(=O)c3ccccc3)c2C#N)C1 was read as GCN5L2 inh inconclusive, DT40 TDP1 no CPT -21.6% and DT40 TDP1 CPT inconclusive.

Retrieved one by one from the list above:
Screening CCc1ccc(N(C(=O)c2snc(C(N)=O)c2N)C(C(=O)NC2CCCC2)c2ccncc2)cc1 (stereo not given) returned GCN5L2 inh -6.1%, DT40 TDP1 no CPT inconclusive and DT40 TDP1 CPT inconclusive.
Screening Cc1sc(NC(=O)CN2CCCC2)nc1-c1ccc2c(c1)CCN2C(=O)c1ccc(F)cc1 returned GCN5L2 inh -12.9%, DT40 TDP1 no CPT 18.4µM* and DT40 TDP1 CPT inconclusive.
OC(CN1CCN(c2ccc(C(F)(F)F)cn2)CC1)c1ccccc1 (stereo not given) was read as GCN5L2 inh 3.6%, DT40 TDP1 no CPT inconclusive and DT40 TDP1 CPT -11.6%.
Cc1ccc(S(=O)(=O)N2CCCC2C(=O)OCc2nc3ccccc3s2)cc1 (stereo not given) was read as GCN5L2 inh -7.0%, DT40 TDP1 no CPT inconclusive and DT40 TDP1 CPT -20.9%.

Carrying on:
Screening CCc1ccc(CNC(=O)COc2cc(=O)n(CC)c3ccccc23)cc1 returned GCN5L2 inh -4.1%, DT40 TDP1 no CPT 25.9µM* and DT40 TDP1 CPT inconclusive.
Screening CCn1c(COc2cccc(OC)c2)nnc1SCC(=O)N1CCOCC1 returned GCN5L2 inh 1.1%, DT40 TDP1 no CPT 11.3% and DT40 TDP1 CPT -2.3%.
For O=C(Nc1cc(Cl)cc(Cl)c1)C1CCCC1 the results were GCN5L2 inh -8.5%, DT40 TDP1 no CPT inconclusive and DT40 TDP1 CPT inconclusive.
Screening COc1ccccc1CCNC(=O)C1CCCO1 (stereo not given) returned GCN5L2 inh 1.2%, DT40 TDP1 no CPT -14.0% and DT40 TDP1 CPT -18.6%.
For Cc1[nH]n(-c2ccccc2)c(=S)c1C=NCCCN=Cc1c(C)[nH]n(-c2ccccc2)c1=S the results were GCN5L2 inh 17.8µM*, DT40 TDP1 no CPT -16.9% and DT40 TDP1 CPT inconclusive.
